NSD2 inh – inhibitors of human NSD2, primary screen, biochemical, plate reader, single point | Histone-lysine N-methyltransferase NSD2 (Homo sapiens), O96028 | NSD2-SET H3K36me1 DELFIA fluorescence | inhibition, % at 12.5 µM | actives 0.07% (n = 44,000); in the data active means inhibition above about 54%, passing the limit was not always enough;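 further: inhibitors reduce the monomethyl H3K36 fluorescence signal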
Target sequence (O96028 whole entry, looked up): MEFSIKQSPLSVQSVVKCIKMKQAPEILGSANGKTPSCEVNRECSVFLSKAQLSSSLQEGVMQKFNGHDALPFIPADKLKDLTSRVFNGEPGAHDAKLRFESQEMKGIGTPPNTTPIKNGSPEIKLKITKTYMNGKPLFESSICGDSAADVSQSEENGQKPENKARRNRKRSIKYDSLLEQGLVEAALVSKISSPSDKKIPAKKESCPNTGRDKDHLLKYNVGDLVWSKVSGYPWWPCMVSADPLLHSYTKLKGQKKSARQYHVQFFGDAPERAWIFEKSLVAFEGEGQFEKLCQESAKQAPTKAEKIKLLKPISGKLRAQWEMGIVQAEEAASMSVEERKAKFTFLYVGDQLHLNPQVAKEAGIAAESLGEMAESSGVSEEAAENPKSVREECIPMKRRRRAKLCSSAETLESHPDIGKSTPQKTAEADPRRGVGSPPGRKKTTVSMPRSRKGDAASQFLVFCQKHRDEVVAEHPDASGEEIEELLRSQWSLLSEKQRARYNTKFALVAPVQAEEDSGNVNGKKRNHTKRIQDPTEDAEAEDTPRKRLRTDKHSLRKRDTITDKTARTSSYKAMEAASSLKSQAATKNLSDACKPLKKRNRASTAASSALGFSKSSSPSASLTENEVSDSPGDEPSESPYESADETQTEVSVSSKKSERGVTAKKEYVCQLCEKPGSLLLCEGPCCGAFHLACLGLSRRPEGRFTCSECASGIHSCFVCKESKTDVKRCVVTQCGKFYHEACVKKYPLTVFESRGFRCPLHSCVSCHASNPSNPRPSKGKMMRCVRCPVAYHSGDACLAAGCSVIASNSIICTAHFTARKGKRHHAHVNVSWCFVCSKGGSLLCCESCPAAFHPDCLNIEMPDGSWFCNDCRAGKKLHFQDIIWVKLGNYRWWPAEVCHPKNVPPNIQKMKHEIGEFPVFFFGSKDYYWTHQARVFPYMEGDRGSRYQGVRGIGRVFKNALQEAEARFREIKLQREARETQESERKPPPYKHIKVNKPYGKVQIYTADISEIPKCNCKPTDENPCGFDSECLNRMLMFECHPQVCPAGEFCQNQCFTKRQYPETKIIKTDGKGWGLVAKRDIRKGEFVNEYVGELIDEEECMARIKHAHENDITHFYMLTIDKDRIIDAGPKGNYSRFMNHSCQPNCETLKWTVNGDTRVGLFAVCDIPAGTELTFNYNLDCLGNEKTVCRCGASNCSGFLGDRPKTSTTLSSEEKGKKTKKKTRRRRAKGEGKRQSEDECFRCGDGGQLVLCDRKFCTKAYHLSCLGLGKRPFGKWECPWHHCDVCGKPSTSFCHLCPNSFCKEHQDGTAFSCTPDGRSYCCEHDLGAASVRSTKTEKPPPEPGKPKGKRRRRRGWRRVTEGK
* = called active by the depositor. Some of the compounds tested; the hit share may differ from the screen's.

Start of the listing, in advance (2 entries):
SMILES	NSD2 inh
C[C@@H]1CN([C@@H](C)CO)C(=O)c2cc(NC(=O)CCCCCC(=O)Nc3ccccc3N)ccc2O[C@@H]1CN(C)S(C)(=O)=O	0
C[C@@H]1CN([C@H](C)CO)C(=O)Cc2cc(NS(=O)(=O)c3ccc(F)cc3)ccc2O[C@@H]1CN(C)Cc1ccncc1	10

The listing, from the start:
SMILES	NSD2 inh
C[C@@H]1CN([C@@H](C)CO)C(=O)c2cc(NC(=O)CCCCCC(=O)Nc3ccccc3N)ccc2O[C@@H]1CN(C)S(C)(=O)=O	0
C[C@@H]1CN([C@H](C)CO)C(=O)Cc2cc(NS(=O)(=O)c3ccc(F)cc3)ccc2O[C@@H]1CN(C)Cc1ccncc1	10
COc1ccc(CN(C)C[C@@H]2OCCCC[C@H](C)Oc3ccc(NS(=O)(=O)c4c(C)noc4C)cc3C(=O)N([C@@H](C)CO)C[C@H]2C)cc1	1
CCOc1ccccc1CNCCN1CCOCC1	3
C/C(=C\CC[C@@H](C)[C@H]1CC(OC2OCC(O)C(O)C2O)[C@@]2(C)C3CC[C@H]4C(C)(C)[C@@H](O[C@@H]5OC(CO)C(O)C(O)C5OC5OC(CO)C(O)C(O)C5O)CC[C@@]45C[C@@]35CC(O)[C@]12C)C(=O)OC1OC(CO)C(O)C(O)C1O (stereo partly drawn)	30
O=C(C[C@H]1C=C[C@@H](NC(=O)c2ccccn2)[C@H](CO)O1)NCc1cc(F)cc(F)c1	2
CCC(=O)N(C)C[C@@H]1Oc2ncc(-c3ccccc3F)cc2C(=O)N([C@@H](C)CO)C[C@H]1C	8
COc1ccc(S(=O)(=O)N(C)C[C@@H]2Oc3ncc(C#CC(C)(C)O)cc3C(=O)N([C@H](C)CO)C[C@@H]2C)cc1	-2
COc1ccc(S(=O)(=O)Nc2ccc3c(c2)CC(=O)N([C@@H](C)CO)C[C@H](C)[C@@H](CN(C)Cc2ccc(Cl)c(Cl)c2)O3)cc1	-9
C[C@@H]1CN([C@@H](C)CO)C(=O)c2cc(NC(=O)Nc3ccccc3)ccc2O[C@@H](C)CCCCO[C@@H]1CN(C)C(=O)Cc1ccccc1	-3
C[C@H](CO)N1C[C@H](C)[C@H](CN(C)Cc2ccncc2)Oc2c(NS(=O)(=O)c3ccc(Cl)cc3)cccc2C1=O	2
C[C@@H]1CN([C@H](C)CO)C(=O)c2cc(C#C[C@@H](C)O)cnc2O[C@@H]1CN(C)C(=O)CN(C)C	0
C[C@@H]1CN([C@H](C)CO)C(=O)c2cccc(NC(=O)c3ccncc3)c2O[C@H]1CN(C)S(=O)(=O)c1cccs1	15
Cc1ccc(S(=O)(=O)N(C)C[C@H]2Oc3ccc(NC(=O)Nc4cccc5ccccc45)cc3C(=O)N([C@@H](C)CO)C[C@H]2C)cc1	16
C[C@H](CO)N1C[C@H](C)[C@H](CN(C)S(=O)(=O)c2ccccc2F)Oc2cc(-c3ccncc3)ccc2S1(=O)=O	0
C[C@@H]1CN([C@H](C)CO)C(=O)c2cc(C3=CCCCC3)cnc2O[C@@H]1CN(C)C(=O)c1ccc2c(c1)OCO2	0
C[C@H]1CN([C@@H](C)CO)C(=O)c2cc(NS(=O)(=O)c3ccccc3)ccc2O[C@@H]1CN(C)Cc1ccc(C(=O)Nc2ccccc2N)cc1	5
C[C@@H]1CN([C@@H](C)CO)C(=O)c2cccc(NC(=O)Nc3ccc4c(c3)OCO4)c2O[C@H]1CN(C)Cc1ccc(C(=O)Nc2ccccc2N)cc1	2
COc1ccc(C#Cc2ccc3c(c2)O[C@@H](CN(C)C(=O)c2ccccn2)[C@@H](C)CN([C@@H](C)CO)S3(=O)=O)cc1	-15
COc1cc(CO)cc(I)c1O[C@H]1C=C(C(=O)NCCO)C[C@@H](N(CC2CCCCC2)C(=O)c2ccc(C(F)(F)F)cc2)[C@@H]1O	0
O=C(C[C@@H]1C[C@H]2c3cc(NC(=O)Nc4ccccc4)ccc3O[C@H]2[C@H](CO)O1)NCC1CC1	3
Cc1noc(C)c1NC(=O)N(C)C[C@H]1OCCCC[C@H](C)Oc2ccc(NS(=O)(=O)c3ccc(F)cc3)cc2C(=O)N([C@@H](C)CO)C[C@@H]1C	-1
COc1cccc(-c2ccc3c(c2)O[C@H](CN(C)C(C)=O)[C@@H](C)CN([C@@H](C)CO)S3(=O)=O)c1	3
C[C@@H]1CN([C@@H](C)CO)C(=O)c2cc(NS(=O)(=O)c3ccc(F)cc3)ccc2O[C@@H]1CN(C)Cc1ccccc1	3
C[C@H]1CN([C@@H](C)CO)S(=O)(=O)c2ccc(C#Cc3ccc(F)cc3)cc2O[C@H]1CN(C)S(=O)(=O)c1cn(C)cn1	-7
C[C@@H]1CN([C@H](C)CO)C(=O)Cc2cc(NS(=O)(=O)c3ccccc3)ccc2O[C@H]1CN(C)Cc1ccc(Cl)c(Cl)c1	2
COCC#Cc1cnc2c(c1)C(=O)N([C@H](C)CO)C[C@@H](C)[C@@H](CN(C)Cc1ccccc1F)O2	2
CCn1c2ccccc2c2cc(/C=N/NC(=O)CCCCCC(=O)Nc3ccccc3O)ccc21	2
C[C@H]1CN([C@@H](C)CO)C(=O)c2cc(NS(=O)(=O)c3ccccc3)ccc2O[C@H]1CN(C)S(=O)(=O)c1cn(C)cn1	3
O=C(Nc1cccs1)Nc1nnc(C2CC2)s1	-2
COCC(=O)N(C)C[C@@H]1Oc2ncc(Br)cc2C(=O)N([C@@H](C)CO)C[C@H]1C	-4
C[C@H](CO)N1C[C@H](C)[C@@H](CN(C)Cc2ccc(Cl)c(Cl)c2)Oc2ccc(NC(=O)CCCN(C)C)cc2C1=O	2
C[C@H]1CN([C@@H](C)CO)S(=O)(=O)c2ccc(C#CC(C)(C)O)cc2O[C@@H]1CN(C)Cc1ccncc1	-103
Cc1cc(C(=O)Nc2cccc3c2O[C@H](CN(C)Cc2ccc(C(=O)O)cc2)[C@H](C)CN([C@H](C)CO)C3=O)n(C)n1	8
C[C@@H]1CN([C@@H](C)CO)C(=O)c2cccc(NS(=O)(=O)c3cccs3)c2O[C@@H]1CN(C)C	3
O=C(CCCCC(=O)N/N=C/c1ccc(-c2ccccc2)cc1)NO	3
COCC(=O)N(C)C[C@@H]1Oc2ncc(C#Cc3ccc(OC)cc3)cc2C(=O)N([C@@H](C)CO)C[C@H]1C	-4
C[C@@H]1CN([C@H](C)CO)C(=O)c2cc(NC(=O)Nc3ccc4c(c3)OCO4)ccc2O[C@@H](C)CCCCO[C@H]1CN(C)Cc1ccc(C(F)(F)F)cc1	9
CC(C)C(C(=O)O)N1C(=O)/C(=C/c2ccc(Br)cc2)SC1=S (stereo not drawn)	-5
C=C[C@@]1(C)CCC2=C(C1)C(=O)CC1[C@](C)(C(=O)O)CCC[C@]21C (stereo partly drawn)	-2

Some of the entries so far, with bars between the fields:
Structure | NSD2 inh
C[C@H](CO)N1C[C@H](C)[C@@H](CN(C)Cc2ccc(Cl)c(Cl)c2)Oc2ccc(NC(=O)CCCN(C)C)cc2C1=O | 2
C[C@H]1CN([C@@H](C)CO)S(=O)(=O)c2ccc(C#Cc3ccc(F)cc3)cc2O[C@H]1CN(C)S(=O)(=O)c1cn(C)cn1 | -7
C[C@@H]1CN([C@H](C)CO)C(=O)Cc2cc(NS(=O)(=O)c3ccccc3)ccc2O[C@H]1CN(C)Cc1ccc(Cl)c(Cl)c1 | 2
O=C(CCCCC(=O)N/N=C/c1ccc(-c2ccccc2)cc1)NO | 3
COCC#Cc1cnc2c(c1)C(=O)N([C@H](C)CO)C[C@@H](C)[C@@H](CN(C)Cc1ccccc1F)O2 | 2

Other entries follow.
SMILES	NSD2 inh
COc1ccc(NC(=O)Nc2ccc3c(c2)C(=O)N([C@H](C)CO)C[C@@H](C)[C@H](CN(C)C(=O)Nc2c(C)noc2C)OCCCC[C@@H](C)O3)cc1	-2
C[C@@H]1CN([C@@H](C)CO)C(=O)c2cc(NS(=O)(=O)c3cn(C)cn3)ccc2O[C@H]1CN(C)S(C)(=O)=O	-3
C[C@H]1CN([C@@H](C)CO)C(=O)c2cccc(NC(=O)C3CCCCC3)c2O[C@@H]1CN(C)Cc1ccccc1	3
C[C@@H]1CCCCO[C@H](CN(C)C(=O)Nc2ccc3c(c2)OCO3)[C@@H](C)CN([C@H](C)CO)C(=O)c2cc(NS(=O)(=O)c3ccc(F)cc3)ccc2O1	-2
COCC#Cc1ccc2c(c1)O[C@@H](CN(C)Cc1ccc(F)cc1)[C@H](C)CN([C@@H](C)CO)S2(=O)=O	13
Cc1noc(C)c1S(=O)(=O)N(C)C[C@H]1OCCCC[C@H](C)Oc2ccc(NC(=O)Cc3ccccc3)cc2C(=O)N([C@@H](C)CO)C[C@@H]1C	-4
Cc1ccc(S(=O)(=O)Nc2ccc3c(c2)C(=O)N([C@@H](C)CO)C[C@H](C)[C@@H](CN(C)CC2CC2)OCCCC[C@H](C)O3)cc1	4
C[C@@H]1CCCCO[C@H](CN(C)C(=O)Cc2ccccc2)[C@@H](C)CN([C@@H](C)CO)C(=O)c2cc(NC(=O)Cc3ccccc3)ccc2O1	7
CC(C)c1ncc2c(n1)-c1cc(Cl)ccc1SC2	-3
C[C@@H]1CN([C@@H](C)CO)C(=O)c2cc(NS(=O)(=O)c3ccc(Cl)cc3)ccc2O[C@@H]1CN(C)CC1CCCCC1	-6
COc1ccc(CN(C)C[C@H]2OCCCC[C@H](C)Oc3ccc(NS(=O)(=O)c4ccc(OC)cc4)cc3C(=O)N([C@@H](C)CO)C[C@H]2C)cc1	16
COc1ccc(S(=O)(=O)N(C)C[C@H]2OCCCC[C@H](C)Oc3ccc(NS(=O)(=O)c4cn(C)cn4)cc3C(=O)N([C@H](C)CO)C[C@H]2C)cc1	-3
C[C@@H]1CCCCO[C@@H](CN(C)C(=O)CCCN(C)C)[C@H](C)CN([C@@H](C)CO)C(=O)c2cc(NS(=O)(=O)c3ccccc3)ccc2O1	-187
C[C@@H]1CCCCO[C@@H](CN(C)Cc2ccccc2)[C@@H](C)CN([C@@H](C)CO)C(=O)c2cc(NS(=O)(=O)c3cccs3)ccc2O1	3
Cc1ccc(S(=O)(=O)N(C)C[C@@H]2OCCCC[C@H](C)Oc3ccc(NS(=O)(=O)c4cn(C)cn4)cc3C(=O)N([C@@H](C)CO)C[C@@H]2C)cc1	1
C[C@H](CO)N1C[C@H](C)[C@@H](CN(C)Cc2ccncc2)Oc2c(NS(C)(=O)=O)cccc2C1=O	0
C[C@@H]1CN([C@@H](C)CO)C(=O)Cc2cc(NC(=O)CCN3CCOCC3)ccc2O[C@H]1CN(C)C(=O)Nc1ccc(C(F)(F)F)cc1	9
CC(C)CC#Cc1ccc2c(c1)O[C@H](CN(C)C(=O)Cc1ccccn1)[C@H](C)CN([C@H](C)CO)S2(=O)=O	-4
COC(=O)Nc1nc2ccc(SC(C)C)cc2[nH]1	2
CNC[C@H]1OCCCC[C@@H](C)Oc2ccc(NS(C)(=O)=O)cc2C(=O)N([C@H](C)CO)C[C@H]1C	1
C[C@H]1CN([C@@H](C)CO)C(=O)c2cc(-c3ccc(F)cc3)cnc2O[C@H]1CN(C)C(=O)Cc1ccccc1	3
COc1ccc(NC(=O)Nc2ccc3c(c2)CC(=O)N([C@@H](C)CO)C[C@@H](C)[C@H](CN(C)CC2CC2)O3)cc1	1
CNC[C@@H]1Oc2c(NC(=O)c3cnccn3)cccc2C(=O)N([C@H](C)CO)C[C@H]1C	11
C[C@H]1CN([C@@H](C)CO)C(=O)c2cccc(NC(=O)Nc3cccc4ccccc34)c2O[C@H]1CN(C)Cc1ccc(C(=O)O)cc1	2
C[C@@H]1CN([C@H](C)CO)C(=O)c2ccccc2-c2ccccc2CO[C@@H]1CN(C)C(=O)Cc1ccccc1	0
CCCC#Cc1ccc2c(c1)O[C@@H](CN(C)C(=O)c1ccncc1)[C@@H](C)CN([C@H](C)CO)S2(=O)=O	-3
CC(C)CC#Cc1ccc2c(c1)O[C@@H](CN(C)C(=O)c1ccccn1)[C@@H](C)CN([C@@H](C)CO)S2(=O)=O	-7
C[C@@H]1CN([C@@H](C)CO)C(=O)Cc2cc(NC(=O)CCCCCC(=O)Nc3ccccc3N)ccc2O[C@H]1CN(C)C(=O)Nc1ccc2c(c1)OCO2	5
C[C@H]1CN([C@@H](C)CO)C(=O)CCCn2cc(nn2)CO[C@@H]1CN(C)S(=O)(=O)c1ccc(F)cc1	2
Cc1ccc(-c2ccc3c(c2)O[C@H](CN(C)Cc2cccc(C(=O)O)c2)[C@@H](C)CN([C@@H](C)CO)S3(=O)=O)cc1	-2
C[C@@H]1CCCCO[C@@H](CN(C)S(=O)(=O)c2ccc(Cl)cc2)[C@H](C)CN([C@H](C)CO)C(=O)c2cc(NC(=O)c3ccccc3)ccc2O1	-5
C[C@H]1CN([C@@H](C)CO)C(=O)c2cc(NS(C)(=O)=O)ccc2O[C@@H]1CN(C)S(=O)(=O)c1cn(C)cn1	-1
C[C@H]1CN([C@@H](C)CO)C(=O)Cc2cc(NC(=O)Cc3cn(C)c4ccccc34)ccc2O[C@@H]1CN(C)C(=O)Nc1ccccc1	0
C[C@H](CO)N1C[C@H](C)[C@@H](CN(C)Cc2ccc(Cl)c(Cl)c2)Oc2ccc(NC(=O)Nc3ccc(F)cc3)cc2CC1=O	-4
CC(O)CCCc1cc(O)cc(O[C@@H]2O[C@H](CO)[C@@H](O)[C@H](O)[C@H]2O)c1 (stereo partly drawn)	4
C[C@@H]1CN([C@@H](C)CO)C(=O)CCCn2nncc2CO[C@@H]1CN(C)C(=O)CCC(F)(F)F	-3
C[C@@H]1CN([C@H](C)CO)C(=O)Cc2cc(NC(=O)Cn3cnnn3)ccc2O[C@H]1CN(C)Cc1ccccc1	5

Compound activity from PubChem.
